Bioassay records deposited in PubChem by National Center for Advancing Translational Sciences (NCATS).
MCF10A rerep: inducers of DNA re-replication in MCF 10A breast cells; MCF 10A DNA re-replication, Hoechst nuclear intensity, 48 h; Potency, µM (top dose mostly 46.1 µM), for the others: at the top dose activity, positive = re-replication, most hits filed as activators; actives 2.9% (n = 350,000); also: potency is read from the fitted curve at half-maximal effect; % of control where 0% means no effect; nearly all actives have a fitted effect of over 50% in size
HepG2 viability: HepG2 cytotoxicity, counter-screen for TGF-b inhibitors; HepG2 CAGA-GFP viability, ATP luminescence, 18 h; Potency, µM (titrated, usually from 46.1 µM), inactives show top-dose activity change, negative = cytotoxicity, most hits filed as cytotoxic; actives 0.76% (n = 410,000); also: potency is read from the fitted curve at half-maximal effect; some results filed as inactive show a strong effect at the top dose
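HepG2 CAGA-GFP cells (1000/well, DMEM with 1% FBS) received compound, then TGF-beta at 500 pg/mL final, and were incubated 18 hours at 37 degrees C. Viability was read by CellTiter-Glo luminescence. Media-only wells were set as complete cell-killing and DMSO as no toxicity.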
TGFb SMAD3 inh: blocks TGF-b signaling; HepG2 CAGA-GFP TGF-b/SMAD3 reporter, GFP fluorescence, 18 h; TGF-beta stimulated, 500 pg/mL final; Potency, µM (doses to about 46.1 µM), for inactives: top-dose activity, negative = inhibition, most hits filed as inhibitors; actives 1.2% (n = 410,000); also: potency is read from the fitted curve at half-maximal effect; % is scaled to controls: 0 for no effect and ±100 for the full control effect; nearly all actives have a fitted effect of over 65% in size
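HEPG2 CAGA-GFP reporter cells (1000/well, DMEM with 1% FBS) received compounds, then recombinant TGF-beta at 500 pg/mL final for 18 hours at 37 degrees C. Per-cell GFP summed per well was normalised to unstimulated and stimulated DMSO controls before curve fitting.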
Nrf2 ARE act: activators of Nrf2 (ARE) signaling. AREc32 ARE-luciferase reporter (MCF7-derived line), luminescence, 24 h. Potency, µM (series often up to 46.1 µM), for the others: at the top dose activation, usual class: activators. actives 0.31% (n = 410,000); also: potency is read from the fitted curve at half-maximal effect; % of control where 0% means no effect; nearly all actives have a fitted effect of over 65% in size
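ARE activation measured as luciferase luminescence (Steady-Glo, 30 min RT) in AREc32_Fluc cells after 24 hr compound exposure at 37 deg C, 5% CO2; cells seeded overnight at 1000/well in OPTI-MEM, 5% FBS.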
IL-1B inflam inh: inflammasome signaling inhibition, IL-1 beta readout | THP-1 LPS/ATP IL-1B secretion, AlphaLISA, 16 h; active compounds read low | activity change, % at 57.5 µM | actives 4.7% (n = 360,000) | AID 743279; in the data active = activity change below about -50%; inconclusive = mostly about -30% to -49%; also: % is scaled to controls: 0 for no effect and ±100 for the full control effect
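THP-1 cells pretreated 1 hr with compounds (up to 57.5 uM final), then stimulated with LPS (250 ng/mL final) plus ATP (1.25 mM final); secreted IL-1B measured by AlphaLISA after 16 hr, decreased signal indicating inhibition.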
A549 viability: A549 cytotoxicity, counter-screen for Nrf2 inhibitors. Potency, µM (highest dose often 46 µM), without a hit: at the highest dose activity change, negative = cytotoxicity, actives largely listed as inhibitors. A549 ARE-Fluc cells, CellTiter-Fluor viability, 18-24 h. actives 0.16% (n = 390,000). AID 504648; also: potency is read from the fitted curve at half-maximal effect; % is scaled to controls: 0 for no effect and ±100 for the full control effect
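Cytotoxicity counterscreen: CellTiter-Fluor fluorescence was measured in A549 ARE_Fluc cells after 18-24 h of compound exposure in a concentration series. The subsequent BugLite luminescent read reports ARE-luciferase activity.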
Nrf2 block: blocks Nrf2 signaling; actives 2.1% (n = 360,000); A549 ARE-Fluc reporter, luciferase luminescence, 18-24 h; Potency, µM (titrated, usually from 46 µM), for inactives: top-dose activity change, negative = inhibition, actives largely listed as inhibitors; also: potency is read from the fitted curve at half-maximal effect; % is scaled to controls: 0 for no effect and ±100 for the full control effect; nearly all actives have a fitted effect of over 60% in size
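A549 ARE_Fluc cells, 5000/well, 5% FBS OPTI-MEM; compounds in dose-response, 18-24 h at 37 °C/5% CO2; CellTiter-Fluor viability read (Ex 405/Em 525), then BugLite luciferase luminescence = Nrf2 activity.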
ATXN2 expr inh: inhibitors of ATXN2 expression | actives 0.72% (n = 360,000) | HEK-293 ATXN2-luciferase reporter, luminescence, 24 h | Potency, µM (series often up to 57 µM), for inactives: at the top dose activity change, negative = inhibition, most hits filed as inhibitors; also: potency is read from the fitted curve at half-maximal effect; % is scaled to controls: 0 for no effect and ±100 for the full control effect; nearly all actives have a fitted effect of over 55% in size
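ATXN2-luciferase reporter cells (luciferase flanked by upstream and downstream ATXN2 gene portions) were treated 24 h at 37 °C with compounds at up to 57 uM. SteadyGlo luminescence gave expression; GF-AFC fluorescence gave viability.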
S2 tox: cell viability loss in ATXN counter-screen; S2 cells (HEK-293 line with an ATXN2-luciferase reporter) viability, CellTiter-Fluor protease fluorescence, 24 h; actives 0.49% (n = 400,000); Potency, µM (top dose mostly 56.7 µM), usual class: cytotoxic; AID 651635; also: potency is read from the fitted curve at half-maximal effect; nearly all actives have a fitted effect of over 40% in size
An asterisk follows results filed as active; i = inactive; u = inconclusive; x = not tested or not shown; [ ] = remark or other dose. Unless noted, calls follow the shape of the dose curve; as a rule, active = well fitted curve in the direction sought with a large enough effect; inconclusive = small, poorly fitted or top-dose-only effect, or another doubt; inactive = no such curve, though single readings can be large; an effect the other way counts as inactive or inconclusive.

SMILES	MCF10A rerep	HepG2 viability	TGFb SMAD3 inh	Nrf2 ARE act	IL-1B inflam inh	A549 viability	Nrf2 block	ATXN2 expr inh	S2 tox
O=C(COC(=O)/C=C/c1ccc([N+](=O)[O-])cc1)NCc1ccc2c(c1)OCO2	0%	-2%	3%	-0.7%	-13	2%	-4%	-5%	i
CCC(CC)C(=O)Nc1ccc(Sc2ccc([N+](=O)[O-])cc2)cc1	u	-32%	u	4.5%	-64*	u	3.7µM*	u	i
COc1ccc(-c2cc(C(F)(F)F)n3nc(C(=O)OC(C)C)cc3n2)cc1	x	2%	48%[activator]	4.0%	x	0%	x	x	x
CN(C)S(=O)(=O)N(CC(=O)NCCSCc1ccc(Cl)cc1)c1ccccc1	-36%[inhibitor]	-13%	-24%	-1.0%	-11	-10%	-4%	-6%	i
CC12CCC=CC1C(c1cccc(Br)c1)N(Cc1ccccc1)C2=O (stereo not given)	x	-91%	13µM*	x	x	-16%	u	x	x
CCCC(=O)N1CCC1(C)C(=O)Nc1ccc2scnc2c1 (stereo not given)	x	7%	4%	0.9%	18	x	x	8%	i
CCCCCCn1cc(CN2CC(N(C)CCC)CS2(=O)=O)nn1 (stereo not given)	x	x	x	-1.0%	-2	x	x	17%	i
COc1ccc(C2NC(Cc3ccccc3)(C(=O)O)C3C(=O)N(c4ccccc4OC)C(=O)C23)cc1 (stereo not given)	1%	-12%	-2%	1.6%	14	7%	2%	-1%	u
CN1CCN(C(=O)CCCN2C(=O)/C(=C/c3ccccc3)SC2=S)CC1	u	-29%	u	u	-97*	-10%	u	-32%	u
CCOc1ccc(Nc2nc3cc(S(=O)(=O)CC)ccc3o2)cc1	-1%	-27%	u	4.4%	12	2%	-10%	5%	i
CC(=O)N1CCc2cc(S(=O)(=O)CCC(=O)N3CCN(C(=O)c4ccco4)CC3)ccc21	12%	-62%	0%	-0.8%	41	-8%	0%	5%	i
O=C(CN1C(=O)/C(=C/c2ccccc2)Sc2ccccc21)NCCCN1CCOCC1	-1%	-14%	-1%	3.6%	4	16%	24%	5%	i
COc1ccc(-c2csc(NC(=O)C3CCCO3)n2)cc1 (stereo not given)	-4%	-5%	u	4.0%	21	0%[1.84 µM]	u	51%[activator]	i
COc1ccc2[nH]c(=O)c(CN(Cc3ccc(C)cc3)Cc3nnnn3CC3CCCO3)cc2c1 (stereo not given)	-3%	-4%	10%	0.2%	-11	-11%	-18%	-6%	i
CC1(C)Cc2c(sc(/N=C/N3CCCCC3)c2C#N)C(C)(C)N1	u	2%	1%	0.3%	6	1%	21%	10%	i
COc1cc(-c2coc3c(C(=O)NCc4ccc(C(F)(F)F)cc4)cccc23)ccc1O	x	-29%	u	-0.8%	u	x	x	u	u
Cc1ccc(CNC(=O)c2cccc(S(C)(=O)=O)c2)cc1	0%	-14%	u	0.4%	4	4%	1%	-2%	i
CCCCCCN1C[C@H](n2cc(COC(=O)c3ccccc3)nn2)[C@@H](O)C[C@@H]1c1ccc(OC)cc1	x	-31%	u	2.7%	18	x	x	0%	u
Cc1ccc(C(C)NC(=O)c2cc(C)oc2C)cc1 (stereo not given)	-17%	7%	u	-0.1%	7	4%	-18%	-3%	i
c1coc(C2Nc3ccccc3C3OCCC23)c1 (stereo not given)	6%	1%	0%	21%	8	13%	14%	20%	i
COc1ccc(/C=C/C(=O)OCc2csc(-c3ccccc3)n2)cc1OC	-1%	4%	-13%	-0.3%	18	11%	-12%	-10%	i
CN1C(=S)SC(N2OC3C(=O)N(c4ccccc4)C(=O)C3C2c2ccc(Cl)cc2)C1(C)C (stereo not given)	0%	-9%	-18%	1.6%	0	6%	5%	1%	i
O=C(OCc1ccc(COC(=O)c2ccccn2)cc1)c1ccccn1	834%[0.0737 µM]	-6%	3%	0.1%	-4	0%	6%	4%	i
COC(=O)C1C(c2ccccc2)C(C(=O)N2CCN(C)CC2)C1c1ccccc1 (stereo not given)	2%	-32%	9%	-1.2%	0	1%	3%	-2%	i
CCCCn1c(O)c(N=Nc2ccccn2)c2ccccc21	18%	-12%	u	u	-23	u	-6%	21%	i

An excerpt from above in order of heavy-atom count, lowest first:
SMILES	MCF10A rerep	HepG2 viability	TGFb SMAD3 inh	Nrf2 ARE act	IL-1B inflam inh	A549 viability	Nrf2 block	ATXN2 expr inh	S2 tox
CCCC(=O)N1CCC1(C)C(=O)Nc1ccc2scnc2c1 (stereo not given)	x	7%	4%	0.9%	18	x	x	8%	i
CCCCCCn1cc(CN2CC(N(C)CCC)CS2(=O)=O)nn1 (stereo not given)	x	x	x	-1.0%	-2	x	x	17%	i
CCCCCCN1C[C@H](n2cc(COC(=O)c3ccccc3)nn2)[C@@H](O)C[C@@H]1c1ccc(OC)cc1	x	-31%	u	2.7%	18	x	x	0%	u

Four compounds already listed, ordered by the value under IL-1B inflam inh, ascending:
canonical_smiles	IL-1B inflam inh
CCC(CC)C(=O)Nc1ccc(Sc2ccc([N+](=O)[O-])cc2)cc1	-64*
Cc1ccc(C(C)NC(=O)c2cc(C)oc2C)cc1 (stereo not given)	7
COc1ccc(C2NC(Cc3ccccc3)(C(=O)O)C3C(=O)N(c4ccccc4OC)C(=O)C23)cc1 (stereo not given)	14
CCCCCCN1C[C@H](n2cc(COC(=O)c3ccccc3)nn2)[C@@H](O)C[C@@H]1c1ccc(OC)cc1	18

(list continues)
SMILES	MCF10A rerep	HepG2 viability	TGFb SMAD3 inh	Nrf2 ARE act	IL-1B inflam inh	A549 viability	Nrf2 block	ATXN2 expr inh	S2 tox
CCn1c(SCC(=O)Nc2cc(C)nn2-c2ccccc2)nnc1-c1cccs1	4%	13%	-3%	2.1%	-5	1%	-4%	7%	i
O=C(O)c1ccc(C[n+]2c(-c3ccccc3)csc2Nc2ccccc2)cc1	u	-2%	-2%	-0.5%	-8	-12%	u	1%	i
CCN1CCN(CCNC(=O)c2ccc(CS(=O)(=O)c3c(Cl)cccc3Cl)o2)CC1	19%	-1%	u	-0.6%	7	-5%	10%	6%	u
O=C(N/N=C/c1ccccc1F)c1cccc2ccccc12	9%	-10%	-14%	u	37	1%	u	6%	i
Cn1cc(C(=O)c2ccccc2C(=O)O)cc1C(=O)C(Cl)(Cl)Cl	-1%	12%	19%	2.1%	10	1%	2%	0%	i
O=C(Cc1csc(NC(=O)Nc2ccc(Cl)cc2)n1)NCc1cccnc1	16%	-16%	u	4.0%	u	0%	-6%	31%[activator]	i
COc1ccccc1Nc1nnc(SC(C)C(=O)NC2CC2)s1 (stereo not given)	-8%	-12%	-12%	-0.2%	-15	-7%	5%	9%	i
COc1ccc(-c2noc(COc3ccccc3OC)n2)cc1OC	-8%	-5%	17%	4.1%	-29	5%	17%	23%	i
CC1=C(C(=O)Nc2ccccc2C)C(c2cccs2)n2nc(SCc3cc(C)ccc3C)nc2N1 (stereo not given)	x	-21%	-25%	6.1%	x	2%	x	1%	i
COc1ccc(CNC(=O)C(c2ccco2)N(Cc2cccs2)C(=O)Cc2cccs2)cc1 (stereo not given)	u	-34%	-9%	-0.6%	-52*	-14%	u	-5%	u
OCCC1CN(Cc2nc3ccc(F)cc3[nH]2)CCN1C1CCCC1 (stereo not given)	12%	4%	4%	2.6%	36	2%	4%	-6%	i
COc1cccc(NC(=O)CC2S/C(=N\S(=O)(=O)c3ccccc3)N(c3ccccc3)C2=O)c1 (stereo not given)	-3%	8%	8%	0.0%	-8	0%	9%	u	u
O=C(c1ccc(CN2CCc3ccccc3C2)cc1)N1CCN(c2ccccc2)CC1	17%	1%	-17%	0.0%	18	1%	-3%	3%	i
COc1ccc(-c2cn3nc(SCC(=O)NC4CCCCC4)ccc3n2)cc1	3.7µM*	10%	8%	2.4%	25	1%	u	1%	i
O=C(NNC(=O)C1COc2ccccc2O1)c1ccccc1 (stereo not given)	-4%	-13%	16%	0.4%	-4	-1%	x	8%	i
OCc1nc2ccccc2n1CCCOc1ccccc1	5%	1%	-4%	0.5%	5	-3%	u	29%	i
C=CCN1C(=O)C2C(C(=O)NC)C3(C)C=CC2(O3)C1C(=O)NCc1ccc(OC)cc1 (stereo not given)	2%	2%	-5%	-0.7%	6	0%	15%	2%	i
Cc1ccc(S(=O)(=O)N2CCc3cc(C(=O)Nc4ccc(Cl)cc4C)ccc32)cc1	x	-4%	2%	0.1%	x	-4%	13%	2%	i
O=C(/C=C/c1cccs1)c1cc(Br)ccc1OC(=O)N1CCOCC1	u	11µM*	-4%	8.7%	-98*	-11%	u	u	i
O=C(NC(=O)c1c(F)cccc1F)Nc1cccc(Oc2ncc(Cl)cn2)c1	-3%	-19%	u	-0.7%	0	0%	12%	-2%	i
Cc1cc(C(=O)NNC(=O)[C@H](C)NC(=O)c2ccc(Br)cc2)c(C)o1	24%	-12%	-6%	2.9%	0	2%	5%	1%	i
O=C(O)C1CCC(CN(Cc2cccc(Br)c2)C(=S)Nc2ccccc2F)CC1 (stereo not given)	4%	13%	11%	0.2%	-1	0%	2%	1%	i
Cc1ccc(S(=O)(=O)N(C)CC(=O)N2CCCCCCC2)cc1	-32%[inhibitor]	-7%	-27%	-0.3%	11	-2%	1%	15%	u
CCc1ccc(NCc2cc3ccc(OC)cc3n(CC(=O)Nc3ccc(F)cc3F)c2=O)cc1	x	0%	24%	0.4%	x	0%	8%	9%	i
CC(=O)Oc1ccc(/C=C(\NC(=O)c2ccco2)C(=O)NCc2ccccc2)cc1	-13%	0%	17%	0.5%	-4	2%	4%	20%	i
Cc1ccc([N+](=O)[O-])cc1S(=O)(=O)Nc1ccc(O)c(Sc2ncn[nH]2)c1	0%	20%	8%	-0.1%	28	0%	5%	4%	i
CCOC(=O)c1ccc(NC(=S)N2CCN(c3ccc(N4CCOCC4)nn3)CC2)cc1	0%	-1%	-15%	0.2%	19	1%	-3%	-3%	i
O=c1c(N=Nc2ccc(O)cc2)c(-c2ccccc2)[nH]n1-c1ccc([N+](=O)[O-])cc1	1%	-1%	0%	0.2%	-22	-10%	1%	-18%	u
